CHT PAM: allosteric activators of human choline transporter CHT; Q9GZV3; B-score at 10 µM; CHT-expressing cells, membrane potential dye, choline EC20; hits give high values; LV-AA mutant CHT in HEK293 cells; 310,000 compounds, 0.49% hits;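 active = initial fluorescence not abnormally high and integrated response B-score, plate-corrected, over 3 SD above library mean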
Target sequence (Q9GZV3 whole entry, looked up): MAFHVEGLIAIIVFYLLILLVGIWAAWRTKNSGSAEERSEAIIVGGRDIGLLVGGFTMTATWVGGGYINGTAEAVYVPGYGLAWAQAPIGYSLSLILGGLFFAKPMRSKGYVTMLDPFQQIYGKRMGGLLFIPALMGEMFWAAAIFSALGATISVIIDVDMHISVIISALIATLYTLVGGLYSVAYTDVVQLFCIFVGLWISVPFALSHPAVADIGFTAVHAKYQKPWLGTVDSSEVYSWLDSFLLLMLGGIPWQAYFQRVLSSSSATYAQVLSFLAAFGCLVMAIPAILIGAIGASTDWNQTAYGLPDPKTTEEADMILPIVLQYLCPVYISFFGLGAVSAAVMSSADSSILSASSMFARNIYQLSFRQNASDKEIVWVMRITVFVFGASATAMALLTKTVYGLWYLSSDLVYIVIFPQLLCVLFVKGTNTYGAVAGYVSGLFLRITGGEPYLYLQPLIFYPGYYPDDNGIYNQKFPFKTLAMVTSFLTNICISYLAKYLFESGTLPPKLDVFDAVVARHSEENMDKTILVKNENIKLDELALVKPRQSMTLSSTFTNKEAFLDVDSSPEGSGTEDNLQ
OX1R antag-1: blocks the human orexin 1 receptor. O43613. OX1R-expressing cells, FRET antagonist read-out. inhibition, % at 6.6 µM. 330,000 compounds, 1.8% hits. AID 485270; in the data active = inhibition mostly above about 38%, no sharp cut-off; inactive = mostly below about 40%;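 also: 0% = agonist challenge alone and 100% = reference antagonist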
Target sequence (O43613 whole entry, looked up): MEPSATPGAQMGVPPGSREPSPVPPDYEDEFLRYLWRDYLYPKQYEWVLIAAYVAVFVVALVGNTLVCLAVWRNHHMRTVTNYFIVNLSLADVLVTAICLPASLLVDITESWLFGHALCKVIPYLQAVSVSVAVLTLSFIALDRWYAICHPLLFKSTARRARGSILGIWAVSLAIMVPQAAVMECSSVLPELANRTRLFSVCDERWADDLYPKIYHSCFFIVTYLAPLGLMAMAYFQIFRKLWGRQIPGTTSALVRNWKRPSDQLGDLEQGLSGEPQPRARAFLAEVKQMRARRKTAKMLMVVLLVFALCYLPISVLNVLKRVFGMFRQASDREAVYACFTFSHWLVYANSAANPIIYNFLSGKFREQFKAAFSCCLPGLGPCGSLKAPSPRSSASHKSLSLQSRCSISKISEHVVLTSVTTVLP
OX1R antag-2: human HCRTR1 antagonism | O43613 | AID 434989 | 330,000 compounds, 0.43% hits | inhibition, % at 5 µM | CHO/OX1R cells, Fluo-8 calcium fluorescence, orexin A;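 active = inhibition above its plate's threshold, mean inhibition of all tested compounds on the plate plus 3 SD, cut at about 37% in these data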;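 also: 0% = orexin A challenge wells and 100% = SB-334867-A antagonist wells; not every result past the cut was called active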
An asterisk follows results filed as active; i = inactive; · = not tested or not shown. An unsorted share of the library. About 2.5% of those tested had a hit in this group.

Molecule | CHT PAM | OX1R antag-1 | OX1R antag-2
CSc1ccc(Cl)c(C(=O)Nc2cc(S(=O)(=O)N3CCOCC3)ccc2N2CCOCC2)c1 | · | 9 | -12
Cc1[nH]n(-c2ccccc2)c(=O)c1N=Nc1ccccc1C(=O)N1CCOCC1 | i | 14 | -19
COCC(=O)Nc1ccc(N2CCOCC2)c(S(=O)(=O)Nc2ccccc2OC)c1 | · | 2 | -6
O=C(CNC(=O)c1ccccc1F)Nc1ccncc1 | i | 4 | -14
COc1ccc(N2C(=O)C3CCCN3C2c2cccc(OC)c2OC)cc1 (stereo unspecified) | i | 14 | -13
CC(=O)Nc1ccc(N(C(=O)CNC(=O)c2cccs2)C(C(=O)NC(C)(C)C)c2ccccc2)cc1 (stereo unspecified) | i | 24 | 1
COc1cccc(OCc2cc(C(=O)NCCN3CCCCC3CO)no2)c1 (stereo unspecified) | i | 5 | -1
CN=C(Nc1cccc(OC)c1)SC1CC(=O)N(c2ccc(C(=O)O)cc2)C1=O (stereo unspecified) | i | 3 | -5
O=C(c1ccccc1C(=O)N(c1ccccc1)c1ccccc1)N1CCCCC1 | i | 23 | -13
CCn1cc(CN2CCN(CCc3ccccc3)C(CCO)C2)c(C)n1 (stereo unspecified) | i | 3 | -31
Cc1ccc(S(=O)(=O)Nc2ccccc2-c2ccccc2NS(=O)(=O)c2ccc(C)cc2)cc1 | i | 59 | -10
Cc1cccc(Cn2c(=O)n(-c3ccc(CC(=O)NCc4ccco4)cc3)c(=O)c3sccc32)c1 | i | 8 | -18
Cc1cc(NS(=O)(=O)c2ccc(NC(=O)Nc3cccc(C(F)(F)F)c3)cc2)no1 | i | 23 | -14
CN(C)c1nc(N2CCN(c3ccccc3)CC2)c(C#N)c(=O)o1 | i | 9 | -35
FC(F)Oc1ccc(NC(=S)NC23CC4CC(CC(C4)C2)C3)cc1 | i | 27 | -3
CN1C(=O)CS(=O)c2ccc(C(=O)NC3CC3)cc21 (stereo unspecified) | i | 6 | -20
CC(=O)c1ccc(N2CCN(S(=O)(=O)c3cccc4nsnc34)CC2)cc1 | i | 62 | -21
O=C(COC(=O)CCC(=O)c1ccc(F)cc1)Nc1ccc(N2CCOCC2)cc1 | i | 17 | -14
NC(=O)Cn1c(O)c(N=NC(=O)CNC(=O)/C=C/c2ccccc2)c2ccccc21 | i | 18 | 13
O=S(=O)(NCC1CCC(NS(=O)(=O)c2c(F)cccc2F)CC1)c1ccc2c(c1)OCCO2 (stereo unspecified) | · | 3 | -17
CC1(C)CC(NCCN2CCN(C3=CC(=C(C#N)C#N)CC(C)(C)C3)CC2)=CC(=C(C#N)C#N)C1 | i | 9 | -14
O=C(Nc1ccc(Br)cc1)c1ccc(N2C(=O)C3CCCCC3C2=O)cc1 (stereo unspecified) | i | 21 | -9
COc1ccc2oc(C(=O)NC(C)c3ccccn3)c(C)c2c1 (stereo unspecified) | · | 15 | -26
O=C(NCC1OCCCN1S(=O)(=O)c1cc(F)ccc1F)C(=O)NC1CCCCCC1 (stereo unspecified) | i | 51 | -14
COc1cccc(-n2c(COc3ccc(C)cc3)nnc2SCC(N)=O)c1 | i | 26 | -16
CCC(CC)c1nnc(NC(=O)c2c(-c3ccccc3)noc2C)s1 | i | 9 | -34
COc1ccc(CN(C(=O)c2ccco2)c2ccc(C)c(C)c2)cc1 | i | 22 | 11
Cc1ccc(NC(=O)N/C=C/c2ccco2)c(C)c1 | i | 9 | -15
CCN(c1ccccc1)S(=O)(=O)c1ccc(N2CCN(c3ccc(OC)cc3)CC2)nc1 | · | -4 | 9
CCN(CC)P(=O)(Nc1ccc([N+](=O)[O-])cc1)c1c(C)nn(CCC#N)c1NC(=O)c1ccc(Cl)cc1Cl (stereo unspecified) | i | 26 | -30
NC(=S)N/N=C/c1c(O)c(Br)cc2oc3c(c12)CCCC3 | i | 11 | -11
O=C(Nc1nc(-c2ccccc2)cs1)Nc1ccc(F)cc1F | i | 12 | -23
COc1ccc(C2NC(=O)NC(O)(C(F)(F)F)C2C(=O)c2ccc(C)cc2)cc1 (stereo unspecified) | i | -2 | -24
O=C(c1cccs1)N1CCN(Cc2ccncc2)CC1 | i | 18 | 10
COc1ccccc1C(=O)Nc1ccc(N2CCN(Cc3ccccc3)CC2)cc1 | i | 7 | -14
CC(C)CSc1nnc2c(n1)[nH]c1ccccc12 | i | 10 | -9
Cc1ccc(-c2cc(C(F)F)n3ncc(C(=O)Nc4cn(C)nc4C)c3n2)cc1 | i | 13 | -18
O=C(COc1ccccc1O)Nc1ccccc1Cl | i | 4 | -12
COc1ccc(C2C(CN3CCOCC3)C(=O)N2c2ccccc2)cc1 (stereo unspecified) | i | 11 | -8
O=C(Nc1c(O)c2ccccc2[nH]c1=O)c1ccco1 | i | 1 | -9

Continued.
Value order – CHT PAM, OX1R antag-1, OX1R antag-2
CCOc1ccccc1N(CC(=O)Nc1ccc2c(c1)OCO2)S(C)(=O)=O
  i, 16, -24
O=C1CC2(CCN(C(=O)c3cccc(Br)c3)CC2)Oc2ccccc21
  8.9*, 20, -24
CC1c2[nH]c3ccccc3c2CCN1S(C)(=O)=O (stereo unspecified)
  i, 16, -18
COc1ccc2c(C)cc(SCC(=O)c3ccc4c(c3)OCO4)nc2c1
  i, 40*, -15
Nc1ccc2nc(SCC(=O)Nc3ccc(N4CCOCC4)c(Cl)c3)sc2c1
  i, 11, -6
CC1c2ccsc2CCN1S(=O)(=O)c1cccs1 (stereo unspecified)
  i, 5, -19
CCCCc1nnc(NC(=O)CSCc2cc(=O)n3ccsc3n2)s1
  i, 8, -16
Cn1c(SCC(=O)Nc2cccc(F)c2)nc2c([nH]c3ccccc32)c1=O
  i, 14, -21
O=C(NCCc1nc2ccccc2[nH]1)/C(=C/c1ccco1)NC(=O)c1ccccc1Br
  i, 16, -12
Cc1ccc(CN2CCN(/N=C/c3sccc3C)CC2)c(C)c1
  i, 11, -13
CC(C)c1c(O)nc(SCC(=O)N2CCOCC2)[nH]c1=O
  i, 8, 6
CC(=O)NC(Cc1ccccc1)C(=O)NC1CCN(C(=O)NC2CCCCC2)CC1 (stereo unspecified)
  i, 5, -8
O=C(NCC1CCCO1)c1coc2nc3ccccc3nc12 (stereo unspecified)
  i, 50, -19
c1ccc(-c2onc(-c3ccco3)c2-c2ccc3c(c2)OCO3)cc1
  i, 24, -26
Oc1ccccc1/C=N/n1cnn(Cc2ccccc2Cl)c1=S
  i, 33, -7
Cc1ccc(NC2c3ncccc3C(=O)N2c2ccccc2C)cc1C (stereo unspecified)
  i, 8, -17
CSc1ccccc1NC(=O)c1cc(CC(C)C)on1
  i, 21, -53
CN(C)c1cc(-c2ccc(Cl)c(Cl)c2)oc(=O)c1Cl
  i, 19, -18
Cc1cc(C(=O)OCC(=O)Nc2ccc(F)cc2F)c(C)o1
  i, 16, -27
CCCN(CCC)CCCNC(=O)c1cc2c(=O)n(CC)c3ccccc3c2s1
  i, 8, -13
O=C1C=C(c2ccccc2)C[C@H](c2cccs2)[C@H]1n1cnc([N+](=O)[O-])c1
  i, 20, -17
CCc1noc(C)c1C(=O)NNC(=O)c1cc(OC)cc(OC)c1
  ·, 3, -17
CCN(CCn1cccn1)C(=O)CCc1nnc(Cc2c[nH]c3ccccc23)o1
  i, 16, -3
CCc1cccc(OCC2Cn3c(nc4c3c(=O)[nH]c(=O)n4C)O2)c1 (stereo unspecified)
  i, 12, -6
Cc1ccccc1C(=O)N/N=C/c1cccc2ccccc12
  i, 2, -22
CC(C)N(CCc1ccncc1)C(=S)Nc1ccc(F)c(Cl)c1
  i, 1, 31
COc1ccc(CC(=O)NC2CCN(CC(=O)Nc3ccc4c(c3)OCCO4)CC2)cc1OC
  i, 4, -5
COc1ccc(CCNC(=O)COc2ccccc2[N+](=O)[O-])cc1OC
  i, 12, -13
CC1(C(=O)NC2CCCCCCC2)CCC(=O)N1CCN1CCOCC1 (stereo unspecified)
  i, 17, -13
CN(CC(=O)NCc1cccnc1)S(=O)(=O)c1ccccc1
  i, 3, -5
CC(=O)Nc1ccc(-c2nnc(SCC(=O)Nc3ccc4c(c3)oc3ccccc34)n2C)cc1
  i, 13, 25
CC1(C)C(=O)Nc2ccccc2N1C(=O)CSc1nc(-c2ccccc2)cs1
  i, 29, -22
COc1cccc(C(=O)CC(=O)C(=O)Nc2cccc([N+](=O)[O-])c2C)c1
  i, 5, -33
O=C(COC(=O)Cn1cnc2ccccc21)Nc1ccc2c(c1)C(=O)c1ccccc1C2=O
  i, 24, -7
CN(CC(=O)Nc1ccc(OC(F)(F)F)cc1)C(=O)/C=C/c1cc2c(cc1[N+](=O)[O-])OCO2
  ·, 10, -21
CCOc1ccc(NC(=O)CNC(=O)c2nn(-c3ccc(OC)c(OC)c3)c(=O)c3ccccc23)cc1
  i, 10, -27
Cc1ccc2nc(N/N=C/c3ccccc3F)nc(-c3ccccc3)c2c1
  i, 51*, -22
Cc1cc(-c2ccc(C)c(S(=O)(=O)NCCN3CCC(C)CC3)c2)on1
  i, 11, -34
OCC[C@@H]1C[C@H](O)[C@@H](O)[C@]2(CCCCO2)O1
  i, 5, 10
CN(C)CCNC(=O)/C=C/c1cn(-c2ccccc2)nc1-c1cc2ccccc2oc1=O
  i, 10, -17
CSCC[C@H](NC(=O)CCNC(C)=O)c1nc2ccccc2[nH]1
  i, 3, -10
Fc1ccc(C2C3=C(Nc4ncnn42)c2ccccc2OC3c2ccncc2)cc1 (stereo unspecified)
  i, 7, -26
CC(NC(=O)C1C2C=CC(C2)C1C(=O)O)c1ccccc1 (stereo unspecified)
  i, 4, -17
COC(=O)[C@H](CC(C)C)NC(=O)NC1CCCCC1C (stereo partly specified)
  i, 13, -7
Cc1c(C(c2ccccc2Br)c2c(C)n(C)n(-c3ccccc3)c2=O)c(=O)n(-c2ccccc2)n1C
  i, 15, -19

5 records drawn at random from the list so far, as already listed:
Value order – CHT PAM, OX1R antag-1, OX1R antag-2
CC(NC(=O)C1C2C=CC(C2)C1C(=O)O)c1ccccc1 (stereo unspecified)
  i, 4, -17
CN(CC(=O)Nc1ccc(OC(F)(F)F)cc1)C(=O)/C=C/c1cc2c(cc1[N+](=O)[O-])OCO2
  ·, 10, -21
COc1cccc(C(=O)CC(=O)C(=O)Nc2cccc([N+](=O)[O-])c2C)c1
  i, 5, -33
CSCC[C@H](NC(=O)CCNC(C)=O)c1nc2ccccc2[nH]1
  i, 3, -10
Cc1c(C(c2ccccc2Br)c2c(C)n(C)n(-c3ccccc3)c2=O)c(=O)n(-c2ccccc2)n1C
  i, 15, -19

Sorted by molecular weight (smallest number first): part of the list above
Value order – CHT PAM, OX1R antag-1, OX1R antag-2
OCC[C@@H]1C[C@H](O)[C@@H](O)[C@]2(CCCCO2)O1
  i, 5, 10
COc1cccc(C(=O)CC(=O)C(=O)Nc2cccc([N+](=O)[O-])c2C)c1
  i, 5, -33
CC(=O)Nc1ccc(-c2nnc(SCC(=O)Nc3ccc4c(c3)oc3ccccc34)n2C)cc1
  i, 13, 25

(further entries)
Value order – CHT PAM, OX1R antag-1, OX1R antag-2
Cc1cccc(Cc2nnc(CCC(=O)N(C)CCc3ccccc3)o2)c1
  i, 6, -30
CCOC(=O)N1CCC(Nc2c(NCCCN3CCN(c4ccc(OC)cc4)CC3)c(=O)c2=O)CC1
  i, 12, -13
O=C1Nc2ccccc2C12OC1CCCCC1O2 (stereo unspecified)
  i, 13, -2
CCCCn1c(N)c(N(CC(C)C)C(=O)c2ccco2)c(=O)[nH]c1=O
  i, 11, -8
Cc1cccc2cc(C#N)c(SCCN3CCCCC3)nc12
  i, 16, -19
N#Cc1ccc(Sc2ccccn2)c([N+](=O)[O-])c1
  i, 30, -5
CCS(=O)(=O)N1CCN=C1SCc1ccc(F)cc1
  i, -4, -13
Cc1cccc(NC(=O)c2c(C)cc(=O)oc2C)n1
  i, -3, -16
CCOc1ccc(N(C(=O)CNS(=O)(=O)c2ccccc2)C(CC)C(=O)NCc2ccco2)cc1 (stereo unspecified)
  i, 24, -20
N=c1c2c3c(sc2ncn1Cc1ccccc1)CCCC3
  i, 22, -26
CCOC(=O)c1oc2nc(C(C)C)c3c(c2c1N)CCC3
  i, 18, -13
COc1ccc(S(=O)(=O)N2CCC(C(=O)N[C@@H](C)C(=O)N3CCCCCC3)CC2)cc1
  i, 14, -11
Cc1ccccc1Nc1cc(C(=O)NCc2ccco2)c2ccccc2n1
  i, 83*, 7
Cc1ccc(C)c(-n2c(SCC(=O)NC(C(=O)O)C(C)C)nnc2-c2cccc(Cl)c2)c1 (stereo unspecified)
  i, 22, -27
O=C(Nc1cccc(F)c1)c1cccnc1NCCc1ccccc1
  i, 28, -31
C/C(=C\C(=O)Nc1nccs1)c1ccccc1
  i, 17, -46
C1=C(c2ccccc2)Nc2ccccc2N=C1c1ccccc1
  i, 13, -18
Cc1ccccc1CN(C)CC(=O)Nc1c(C)cccc1C(C)C
  i, 29, -7
O=C(Nc1nnc(S(=O)(=O)N2CCCC2)s1)c1cccc([N+](=O)[O-])c1
  i, 21, -8
S=C(Nc1ccc(Cl)cc1)Nc1cccc2cnccc12
  i, 33, -21
CCCCNS(=O)(=O)c1ccc2nc(-c3cccnc3)cc(C(=O)NCC(OC)OC)c2c1
  i, 0, -16
COC(=O)c1cnc(NNC(=O)c2ccc([N+](=O)[O-])cc2)nc1C(F)(F)F
  i, 12, -11
COc1ccc(C([O-])=Nc2ccc[n+](-c3nc4ccccc4nc3NS(=O)(=O)c3ccccc3)c2)cc1
  i, 14, -27
CCOc1ccc(NC(=O)CCN2C(=O)CSc3ccccc32)cc1
  ·, 7, -12
Cc1cc(N2CCN(S(=O)(=O)c3ccc4ccccc4c3)CC2)n2ncnc2n1
  i, 21, -21
Cc1nc2nc(-c3ccccc3)cc(=O)n2[nH]1
  i, 21, 0
